# From PubChem BioAssay
# AI-2 QS modul: Vibrio harveyi AI-2 quorum sensing modulators, primary screen, JMH597 strain, luminescence/OD600 ratio. Vibrio harveyi JMH597 AI-2 luminescence/OD600 ratio, 9 h; hits give low values; strain lacks LuxN and CqsS sensors; 0 = neutral-control median. hit rate 0.4% among 300,000. activity change, % at 7.5 µM; in the data active = activity change below about -75%, passing the limit was not always enough;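 also: luminescence divided by OD600 gain over 9 h not by final OD600 alone; inactives centre near 13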
# GSK3A inh: blockers of GSK3A enzyme activity – biochemical, luminescence, cell-free homogeneous, HTS, primary screen; GSK-3 alpha kinase, ADP-Glo luminescence, 60 min; inhibition, % at 10 µM; hit rate 0.1% among 320,000;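 in the data active = inhibition above about 50%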;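 also: GST-tagged GSK-3 alpha with peptide substrate and 25 µM ATP; 0% = DMSO neutral wells and 100% = GW8510 positive control wells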
# Target sequence (P49840 whole entry, looked up): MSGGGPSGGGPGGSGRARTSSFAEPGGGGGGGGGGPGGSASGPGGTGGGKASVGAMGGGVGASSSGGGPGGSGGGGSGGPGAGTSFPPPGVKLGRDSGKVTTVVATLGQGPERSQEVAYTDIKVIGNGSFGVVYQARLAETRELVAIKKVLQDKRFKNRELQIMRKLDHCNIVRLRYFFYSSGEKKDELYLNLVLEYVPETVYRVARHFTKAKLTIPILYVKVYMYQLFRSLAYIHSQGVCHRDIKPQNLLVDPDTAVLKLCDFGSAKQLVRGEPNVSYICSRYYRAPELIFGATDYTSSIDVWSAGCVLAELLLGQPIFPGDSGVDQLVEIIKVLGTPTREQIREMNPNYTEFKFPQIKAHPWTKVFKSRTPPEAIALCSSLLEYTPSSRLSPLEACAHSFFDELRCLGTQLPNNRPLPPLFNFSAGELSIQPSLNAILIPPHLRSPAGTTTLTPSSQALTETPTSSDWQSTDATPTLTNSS
# aSyn 5UTR inh: MLPCN primary screen, SNCA 5' untranslated region | alpha-synuclein 5'UTR reporter, inhibitor activity | inhibition, % (tested at 7.5 µM) | hit rate 0.82% among 300,000 | AID 1813, 2009; in the data active = inhibition above about 60%;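 also: H4 neuroglioblastoma cells stably carrying SNCA 5'UTR luciferase fusion; 0% = DMSO wells and 100% = positive control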
# IEC-6 tox: cytotoxicity in IEC-6 intestinal epithelial cells, primary screen, cytotoxicity control for KLF5 inhibitor project, cell-based, luminescence; inhibition, % at 5 µM; hit rate 0.78% among 290,000; IEC-6 cytotoxicity, luminescence viability; AID 1825, 2009; in the data active = inhibition above about 22%;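 also: 0% = plate median of test compound wells and 100% = cytotoxic reference compound wells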
# KLF5 inh: KLF5 expression inhibitors, primary screen, DLD-1 cells, luminescence; DLD-1 KLF5 promoter-luciferase reporter; hit rate 0.23% among 290,000; inhibition, % at 5 µM;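 active = inhibition above a per-plate limit of that plate's mean compound inhibition plus 3 SD, cut at about 60% in these data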;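 also: 0% = DMSO wells and 100% = LY294002 at 200 µM; higher means less KLF5 promoter-driven luciferase light; inactives centre near -14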
# HSP90 inh: HSP90 inhibitors, primary screen, cell lysate, luminescence; Heat shock protein HSP 90 (rabbit reticulocyte lysate; luciferase refolding); Rabbit reticulocyte lysate, luciferase refolding luminescence, 3 h; AID 1789, 2009; inhibition, % at 5.6 µM; hit rate 0.91% among 290,000;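 active = inhibition above the screen-wide mean plus 3 SD, computed separately per campaign, cut at about 16% in these data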;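 also: 0% = DMSO wells and 100% = 60 µM geldanamycin wells; inhibitors lower the luminescence because luciferase stays unfolded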
# HSF1 inh: HSF1 inhibitors in luciferase reporter cells, primary screen, cell-based, NIH3T3, luminescence | activity change, negative = inhibition, % at 7.5 µM (by protocol) | AID 2098, 2009 | NIH3T3-HGL HSE-luciferase, MG132-induced, luminescence 8 h; hits give low values | hit rate 0.77% among 300,000;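 active = more than half of replicate wells show activity change below -50%, luminescence cut by over half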;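 also: luciferase reports HSF-1 transcriptional activity via heat shock element; 0% = median of DMSO wells and -100% = zero luminescence signal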
# GSK3B inh: human GSK3beta kinase inhibitors, primary screen, biochemical, cell-free homogeneous, HTS; GST-GSK3beta kinase, ADP-Glo luminescence, 60 min; hits give low values; activity score (negative = inhibition), % at 10 µM; hit rate 0.038% among 300,000; AID 2097, 2009;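 active = more than half of replicate wells score below -50%, meaning over 50% inhibition versus plate controls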;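 also: 0% = median DMSO wells and -100% = median GW8510 positive control wells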
# Target sequence (P49841 whole entry, looked up): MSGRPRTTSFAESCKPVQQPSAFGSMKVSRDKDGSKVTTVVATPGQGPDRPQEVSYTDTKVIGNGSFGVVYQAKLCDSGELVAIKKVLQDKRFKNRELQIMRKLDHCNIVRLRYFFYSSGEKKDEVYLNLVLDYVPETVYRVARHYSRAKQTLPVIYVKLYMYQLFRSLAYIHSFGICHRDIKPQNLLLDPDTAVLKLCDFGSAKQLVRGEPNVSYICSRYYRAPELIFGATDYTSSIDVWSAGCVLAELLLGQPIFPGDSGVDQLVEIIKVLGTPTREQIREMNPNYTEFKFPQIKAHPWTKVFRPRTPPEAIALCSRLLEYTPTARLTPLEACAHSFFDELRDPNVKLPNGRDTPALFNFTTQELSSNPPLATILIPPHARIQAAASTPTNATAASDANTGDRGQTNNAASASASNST
#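 Test system: GST-fused GSK3beta enzyme, cell-free | Quantity: 1.6 ng GST-GSK3beta enzyme per well | Reagent: 25 µM ATP with peptide substrate | Schedule: 60 min enzyme reaction, room temperature | Signal: Luminescent ADP-Glo measurement of ADP formed | Read-out basis: Score relative to plate controls | Control set: DMSO and 20 µM GW8510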
# HSF1 activator: HSF-1 activators, primary screen, NIH3T3-HGL cells, MG132 stress, luminescence, single point; NIH3T3-HGL HSF-1 luciferase reporter, 8 h; 100% = twice DMSO control signal; activation, % at 9 µM; hit rate 1.7% among 300,000; AID 504408, 2011;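 active = mean replicate activation of at least 50% with a set share of replicates each reaching 50%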;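 also: 0% = median of the neutral control wells and 100% = twice that signal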
# PolyA inhibitor: polyadenylation inhibitors in yeast reporter cells, primary screen, luminescence, S. cerevisiae. S. cerevisiae SKY197-pL101 polyadenylation reporter, beta-gal luminescence; efflux-impaired pdr1/pdr3 knockout yeast; score 100 = 6 SD above DMSO. calls only at 12 µM. hit rate 0.02% among 300,000. AID 1875, 2009;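 active = lowest replicate activity score at least 50, where 100 means six control SD above control mean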;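 also: yeast exposed to compound for 9 h at 30 °C; higher score means more reporter readthrough which indicates perturbed polyadenylation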
# The depositor's hits bear a star; i = inactive; nt = not tested or not shown. Not all compounds are listed, so the mix of outcomes need not match the whole.
SMILES,AI-2 QS modul,GSK3A inh,aSyn 5UTR inh,IEC-6 tox,KLF5 inh,HSP90 inh,HSF1 inh,GSK3B inh,HSF1 activator,PolyA inhibitor
CCCOc1ccc(C(=O)c2nc3c(n2O)CCCCC3)cc1,26.7,-3.9,-9.4,-0.2,-33.1,12.8,-0.4,0.3,-1.4,i
CCOc1nc(NCCO)nc(Nc2ccc([N+](=O)[O-])cc2)n1,37.7,-0.4,-37.7,-2.6,-35.0,-1.3,1.1,3.6,7.1,i
Cc1cccc(/C(N)=N/OC(=O)c2cccnc2)c1,7.8,-1.7,-73.4,2.7,-73.9,4.6,13.7,5.2,38.1,i
COc1ccccc1CNC(=O)CN(c1ccc(C)cc1)S(=O)(=O)c1c(C)n[nH]c1C,12.9,-1.1,2.0,-0.5,15.3,2.9,-5.0,1.2,-7.5,i
N#Cc1c2n(c3c(=O)n(Cc4ccccc4Cl)cnc13)CCCC2,23.8,2.3,16.3,3.9,1.7,-3.8,-8.3,0.3,-3.0,i
CC(C)NC(=O)NC(=O)COc1cccc2c1OC(C)(C)C2,4.0,-0.9,15.4,-0.5,-14.2,-3.7,-1.9,2.7,-15.2,i
O=C(CCS(=O)(=O)c1ccc(Br)s1)Nc1ccccc1Br,7.4,-0.8,-7.3,-3.2,3.9,-0.6,-3.4,-1.4,10.4,i
CCC1(CC)C(=O)C2=C3C1[C@H](C(=O)OC)C=C(C(=O)OC)C[C@H]3[C@H]1C(=O)N(Cc3ccccc3)C(=O)[C@H]1[C@H]2C (stereo partly specified),5.5,0.2,6.2,nt,nt,nt,0.6,1.6,0.7,i
CCCOc1ccc(NC(=O)C2CC(=O)N/C(=N/N=C(\C)CCc3ccc4c(c3)OCO4)S2)cc1 (stereo unspecified),16.6,2.3,16.0,2.3,-16.6,-1.9,-9.8,3.8,-11.9,i
Clc1ccc(Nc2ccccc2)nn1,31.8,-2.5,-35.0,1.0,-18.9,2.0,-3.2,0.5,8.6,i
CC(C)NOC(=O)c1ccc(Cl)cc1,8.8,-0.4,-9.0,-1.2,-6.2,-0.9,-9.9,0.9,-14.3,i
CN1CCN(CCCNC(=O)c2nnc(Cc3c(F)cccc3Cl)o2)CC1,9.5,-1.3,-4.4,0.8,-0.6,6.2,-1.2,0.4,-1.9,i
Cc1cc(C)c(/C([O-])=C(/C(=S)Nc2ccc(SC(F)F)cc2)[n+]2ccccc2)cc1C,13.5,0.0,-49.8,3.1,-37.6,-3.3,-18.1,0.6,-23.4,i
CC(C)CC(NC(=O)C(NC(=O)OC(C)(C)C)C(C)C)C(=O)N1CCCC1C(N)=O (stereo unspecified),14.6,-0.4,7.2,5.1,-0.4,0.4,2.7,-0.4,15.4,i
OCCC1CN(Cc2cccs2)CCN1Cc1ccccc1 (stereo unspecified),8.4,-1.1,-3.9,4.4,-29.4,-3.5,1.5,0.1,-11.0,i
CCN(CC)S(=O)(=O)c1ccc2c(c1)nc(CCC(=O)Nc1ccc3c(c1)OCO3)n2C,41.1,-1.2,12.9,-4.4,-9.9,-6.2,-9.3,4.3,18.4,i
Cc1ccc(C)c(NC(=S)N2CCC(N(C)CC3CCCO3)CC2)c1 (stereo unspecified),14.9,-1.1,-10.5,-0.6,-10.9,5.0,3.9,0.6,2.9,i
CCOC(=O)/C=C/c1nc(C(=O)OCC)c(C)c(=O)[nH]1,15.6,-0.7,-6.9,-1.9,-20.5,-1.9,5.7,3.3,10.3,i
Cc1cc(C)n2nc(CC(=O)NCc3ccc(F)cc3)nc2n1,9.7,-2.4,17.8,-11.3,29.1,-4.3,-2.4,-0.8,-11.4,i
CCCc1ccc2oc(C(=O)N(Cc3ccncc3)CC3CCCO3)c(C)c2c1 (stereo unspecified),-0.3,3.3,-13.7,-1.5,-25.0,1.9,19.6,0.3,32.8,i
CC(C)C(c1nnnn1C1CCCC1)N1CCC(C(N)=O)CC1 (stereo unspecified),17.4,0.1,0.1,-2.9,-31.7,-0.3,4.3,2.6,9.0,i
COc1ccc2ccccc2c1/C=N/NC(=S)Nc1cc(S(=O)(=O)N2CCOCC2)ccc1N1CCOCC1,27.7,-1.3,13.0,3.4,-22.0,0.1,11.2,3.3,11.3,i
COc1ccccc1NC(=O)c1ccccc1C(=O)Nc1ccccc1OC,19.2,-1.3,-9.2,3.6,13.3,1.3,-2.1,1.8,-3.6,i
Cc1ccc(CCNC(=O)c2coc3nc4ccccc4nc23)cc1,13.2,-1.1,-7.7,-2.8,-5.9,2.5,8.1,-3.5,1.1,i
Cc1ccc(S(=O)(=O)N2CCN(C(=O)c3ccccc3)C2C(C)C)cc1 (stereo unspecified),5.6,-5.4,-3.0,-1.3,4.2,3.3,-7.9,2.1,-5.9,i

# As a short view, some entries already given.
SMILES,AI-2 QS modul,GSK3A inh,aSyn 5UTR inh,IEC-6 tox,KLF5 inh,HSP90 inh,HSF1 inh,GSK3B inh,HSF1 activator,PolyA inhibitor
CCC1(CC)C(=O)C2=C3C1[C@H](C(=O)OC)C=C(C(=O)OC)C[C@H]3[C@H]1C(=O)N(Cc3ccccc3)C(=O)[C@H]1[C@H]2C (stereo partly specified),5.5,0.2,6.2,nt,nt,nt,0.6,1.6,0.7,i
CCCOc1ccc(NC(=O)C2CC(=O)N/C(=N/N=C(\C)CCc3ccc4c(c3)OCO4)S2)cc1 (stereo unspecified),16.6,2.3,16.0,2.3,-16.6,-1.9,-9.8,3.8,-11.9,i
Clc1ccc(Nc2ccccc2)nn1,31.8,-2.5,-35.0,1.0,-18.9,2.0,-3.2,0.5,8.6,i
CC(C)NOC(=O)c1ccc(Cl)cc1,8.8,-0.4,-9.0,-1.2,-6.2,-0.9,-9.9,0.9,-14.3,i

# Next part
SMILES,AI-2 QS modul,GSK3A inh,aSyn 5UTR inh,IEC-6 tox,KLF5 inh,HSP90 inh,HSF1 inh,GSK3B inh,HSF1 activator,PolyA inhibitor
CC1=NN2C(=N)/C(=C\c3cc(C)n(-c4cccc(C)c4)c3C)C(=O)N=C2S1,24.5,2.1,-4.4,-10.0,-26.5,6.6,8.7,-1.9,2.7,i
Cc1ccc(-c2nnc(COc3cccc(-n4cnnn4)c3)o2)cc1,-62.9,-0.8,0.3,-1.7,-15.7,-2.6,2.2,-2.3,3.1,i
CC(C)(C)NC(=O)c1cc(NC(=O)c2cccs2)cc(NC(=O)c2cccs2)c1,12.6,-2.7,13.2,-2.7,-6.9,1.8,-3.1,0.3,-7.2,i
Cc1c(Br)cc(C(=O)O)c(C)c1C,26.8,-2.7,0.5,-4.8,-22.1,2.5,-6.5,2.0,11.6,i
CCOc1ccc(-c2nnc3ccc(SC)nn23)cc1,41.2,-9.1,-24.1,12.9,-12.2,-0.7,-3.9,1.8,3.5,i
CC1=N/C(=C/c2ccco2)C(=O)O1,-0.2,nt,-26.0,-10.6,-16.9,-1.2,-9.2,3.7,9.5,i
COc1cccc(NC(=O)c2ccc(NC(=O)C(C)C)cc2)c1,20.6,-1.1,-114.6,3.0,-73.2,2.2,14.7,-2.1,5.0,i
O=C(N1CCCC1)C12CC3CC(CC(C3)C1)C2,12.0,-0.3,25.1,-3.5,-28.3,5.9,-8.6,-2.2,-14.4,i
O=C1C(C2=C(O)c3ccccc3C2=O)=Nc2ccccc21,56.6,6.3,35.8,8.9,-12.0,-0.2,8.8,-2.3,7.5,i
COc1ccccc1N1CCN(C(CNC(=O)C2CCCCC2)c2cccnc2)CC1 (stereo unspecified),19.6,-1.3,-1.3,4.6,-14.5,-0.7,4.8,-2.0,3.4,i
COc1ccc(CCNC(=O)c2cc(-c3ccccc3O)n[nH]2)cc1OC,28.5,-0.7,24.5,-2.1,-4.0,1.3,-1.7,0.8,-0.9,i
CC(=O)CC(=O)Nc1nc(C)cc(C)n1,37.2,-2.2,7.0,-0.5,-32.6,27.1*,1.3,1.2,-3.3,i
CCOC(=O)N1CCN(C(c2cccc(OC)c2)c2sc3nc(C)nn3c2O)CC1 (stereo unspecified),9.9,-0.4,5.6,0.7,-0.6,3.6,4.9,2.8,-17.3,i
Cc1ccccc1N1CCN(CCCCN2C(=O)C3CCCN3C2=O)CC1 (stereo unspecified),27.4,nt,-16.1,8.0,-8.5,1.1,-1.3,1.1,40.8,i
CC(C)(C)NS(=O)(=O)c1ccc2c(c1)oc(=O)c1cc(S(=O)(=O)NC(C)(C)C)ccc12,9.5,-2.3,-4.1,3.9,-36.0,3.2,1.4,-0.2,16.8,i
COc1ccc2c(c1)CC(C1(O)C(=O)N(C)c3ccccc31)C2=O (stereo unspecified),20.5,nt,17.4,-1.6,-16.6,-2.9,-7.0,-1.1,1.4,i
COCCn1nnnc1C(c1cc2cc(C)ccc2[nH]c1=O)N1CCc2ccccc21 (stereo unspecified),8.8,-1.6,12.4,1.4,-23.1,4.1,5.1,-27.4,-0.1,i
Cn1c(CC(=O)Nc2ccc(F)cc2)nnc1SCC(=O)Nc1nncs1,23.1,-1.6,6.7,-8.1,-5.7,-4.5,-0.8,-1.4,1.4,i
O=c1oc2ccc(Cl)cc2cc1-c1ccccc1,10.8,0.2,-69.9,-3.6,-5.3,2.2,0.0,1.2,-2.6,i
OC(c1cccc(OCc2ccccc2)c1)c1nnc(-c2ccccc2)o1 (stereo unspecified),-4.8,0.4,-13.2,-4.1,-34.1,-0.2,1.3,-2.9,4.7,i
O=C(CCCSc1nc2ccccc2[nH]1)Nc1nnc(C2CC2)s1,29.7,0.4,-8.5,6.4,-9.2,-1.9,1.2,1.5,-2.0,i
O=C(NNC(=S)Nc1ccc(Br)cc1Cl)c1ccco1,7.3,-4.1,-157.0,1.6,-119.0,-3.0,32.4,1.8,59.0*,i
COc1cc(C2C(C#N)=C(N)OC3=C2C(=O)CCC3)cc(OC)c1OC(=O)N1CCOCC1 (stereo unspecified),-1.9,0.3,-28.6,-8.4,-5.0,-1.4,1.1,1.9,16.1,i
COC(=O)C(C)N1C(=O)S/C(=C/c2cc(C)n(-c3ccccn3)c2C)C1=O (stereo unspecified),-0.9,-0.3,-83.0,2.2,-63.3,11.4,-25.7,-1.5,-38.6,i
CC(NC(=O)Cn1c(NCCO)nc2ccccc21)C1CC2CCC1C2 (stereo unspecified),-3.4,-0.2,-5.0,3.3,-10.0,6.2,1.0,1.7,13.1,i
CCCCc1ccc(C2C3=C(CC(C)(C)CC3=O)NC3=C2C(=O)c2ccccc23)cc1 (stereo unspecified),42.0,-2.2,-10.2,1.5,4.2,0.3,5.2,-1.4,9.1,i
COc1ccc(NC(=O)NNC(=O)c2cc(C3CC3)nc3ccccc23)c(OC)c1,21.4,-2.8,17.2,0.9,-14.5,3.0,-29.5,1.8,-39.1,i
